Screening results deposited in PubChem by National Center for Advancing Translational Sciences (NCATS).
Vif-A3G inh: qHTS for Inhibitors of Vif-A3G Interactions: qHTS; DNA dC->dU-editing enzyme APOBEC-3G (Homo sapiens), Q9HC16; HeLa A3G-eYFP + Vif (tagged APOBEC3G with the HIV-1 protein that degrades it), YFP fluorescence, overnight; Potency, µM (top dose mostly 46.1 µM), for inactives: at the top dose activity, negative = active, hits mostly inhibitors; hit rate 0.076% among 410,000; AID 602310, 2012;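 note: potency is the fitted concentration of half-maximal effect; % is set by controls: 0 for no effect and ±100 for the full control effect; nearly all actives have a fitted effect of over 60% in size; hits raise eYFP signal because A3G escapes Vif-driven loss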
Target sequence (Q9HC16 whole entry, looked up): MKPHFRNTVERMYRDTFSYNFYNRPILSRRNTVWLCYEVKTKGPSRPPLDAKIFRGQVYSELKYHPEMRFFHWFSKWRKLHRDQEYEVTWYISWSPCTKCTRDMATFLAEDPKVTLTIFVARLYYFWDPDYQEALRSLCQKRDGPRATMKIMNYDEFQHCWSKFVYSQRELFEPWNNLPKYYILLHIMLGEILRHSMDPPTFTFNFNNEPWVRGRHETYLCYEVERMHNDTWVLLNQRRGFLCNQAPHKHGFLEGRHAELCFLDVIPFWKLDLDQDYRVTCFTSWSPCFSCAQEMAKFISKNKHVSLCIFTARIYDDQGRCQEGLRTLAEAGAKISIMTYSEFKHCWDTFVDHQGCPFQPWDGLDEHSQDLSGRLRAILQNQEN
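Read-out is eYFP fluorescence (Ex 488/Em 500-530) from Vif-expressing HeLa A3G-eYFP cells; more signal means A3G escaped Vif-mediated degradation. Cells plated overnight, compound pinned in, incubated overnight at 37 deg C.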
D2 antag: HTS Assay for Allosteric Antagonists of the Human D2 Dopamine Receptor: Primary Screen for Antagonists; D(2) dopamine receptor (Homo sapiens), P14416; HEK293 TREx D2 cells, calcium flux, dopamine EC80; inhibition, % at 10 µM; hit rate 2% among 340,000; AID 485344, 2010; in the data active = inhibition above about 30%; note: 0% is about no effect
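Measurement of antagonist activity uses fluorescent calcium dye in inducible HEK293 T-REx D2 cells: 10 s baseline, compound addition with 180 s read, EC80 dopamine addition with a further 180 s read.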
Vif-A3F inh: qHTS for Inhibitors of Vif-A3F Interactions: qHTS. HeLa A3F-eYFP + Vif (tagged APOBEC3F with the HIV-1 protein that degrades it), YFP fluorescence increase. Potency, µM (series often up to 46.1 µM), for the others: at the top dose activity, negative = active. hit rate 0.2% among 390,000. AID 602313, 2012; note: potency is the fitted concentration of half-maximal effect; % of control where 0% means no effect; nearly all actives have a fitted effect of over 65% in size
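HeLa cells stably expressing Vif plus C-terminally eYFP-tagged A3F were seeded, incubated overnight at 37 deg C, dosed with compound, incubated overnight again at 37 deg C. Yellow fluorescence (Ex 488/Em 500-530) reported blocked Vif-mediated A3F-eYFP degradation.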
ERG-DNA inh: qHTS for Small Molecule Inhibitors of the ERG Ets/DNA interaction; Transcriptional regulator ERG (Homo sapiens), P11308; fluorescence polarization, His-ERG Ets domain / labelled DNA; Potency, µM (top dose mostly 76.9 µM), for inactives: at the top dose FP activity, negative = inhibition, actives largely listed as inhibitors; hit rate 0.028% among 370,000; AID 624246, 2012; active = well fitted inhibition curve with a large enough effect in the polarisation, with a control signal flat; inconclusive = small, poorly fitted or top-dose-only effect, or effect the other way, or a change in a side signal; inactive = no such curve, though single readings can be large or run the other way; the % refers to the polarisation;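 note: polarization taken with two DNA probes labelled with fluorescein and Texas red; potency is the fitted concentration of half-maximal effect; % of control where 0% means no effect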
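His-tagged ERG Ets domain (1 uM in the protein solution; 300mM KCl, 50mM Tris-HCl, 1mM EDTA, 1mM DTT, pH 7.5) received compound, then a probe mix of 5 nM fluorescein-DNA and 100nM Texas-615-DNA. Fluorescence polarization was read for both dyes.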
D2 agonist: HTS Assay for Allosteric Agonists of the Human D2 Dopamine Receptor: Primary Screen for Agonists | D(2) dopamine receptor (Homo sapiens), P14416 | HEK293 T-REx D2 cells, calcium flux agonist mode | activation, % at 2 µM | hit rate 0.53% among 340,000;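 active = activation over 3 SD above normal in the single-dose calcium agonist read, cut at about 30% in these data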; note: 0% is about no effect
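Tetracycline-induced HEK293 Trex cells with D2 receptor force-coupled to calcium signaling, plated overnight at 30 C and loaded with no-wash calcium dye. Calcium flux read kinetically for 180 s after compound addition; responses flag agonists.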
ALOX12 inh: Primary qHTS assay for inhibitors of human arachidonate 12S-lipoxygenase (ALOX12): Round 2; hit rate 1.1% among 580,000; purified 12hLO, xylenol orange hydroperoxide absorbance; Polyunsaturated fatty acid lipoxygenase ALOX12 (Homo sapiens), P18054; Potency, µM (titrated, usually from 108 µM), for inactives: at the top dose activity change, negative = inhibition, actives largely listed as inhibitors; AID 1671190, 2021; note: potency is the fitted concentration of half-maximal effect; % is set by controls: 0 for no effect and ±100 for the full control effect
Target sequence (P18054 whole entry, looked up): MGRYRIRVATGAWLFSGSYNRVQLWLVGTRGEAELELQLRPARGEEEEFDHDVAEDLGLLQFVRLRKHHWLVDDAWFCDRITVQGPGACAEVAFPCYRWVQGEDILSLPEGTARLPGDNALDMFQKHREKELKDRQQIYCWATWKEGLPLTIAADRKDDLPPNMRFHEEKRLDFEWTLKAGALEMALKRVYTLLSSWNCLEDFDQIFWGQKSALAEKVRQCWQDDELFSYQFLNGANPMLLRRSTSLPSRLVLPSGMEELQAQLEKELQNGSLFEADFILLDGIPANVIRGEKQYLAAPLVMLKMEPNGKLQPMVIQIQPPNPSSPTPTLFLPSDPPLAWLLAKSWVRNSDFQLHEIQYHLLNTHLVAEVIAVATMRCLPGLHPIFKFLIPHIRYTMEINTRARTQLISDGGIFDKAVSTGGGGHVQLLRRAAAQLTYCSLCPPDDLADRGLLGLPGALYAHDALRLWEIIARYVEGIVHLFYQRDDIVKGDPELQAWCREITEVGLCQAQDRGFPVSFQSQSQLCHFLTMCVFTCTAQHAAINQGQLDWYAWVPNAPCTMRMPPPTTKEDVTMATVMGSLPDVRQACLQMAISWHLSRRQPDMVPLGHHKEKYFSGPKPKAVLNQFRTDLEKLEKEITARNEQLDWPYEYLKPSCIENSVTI
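Purified human 12hLO at 150 nM in 25 mM Hepes, 0.01% Triton X-100, pH 7.0, preincubated 15 min at room temperature with compound. Reaction started with 40 uM arachidonic acid, 30 min at room temperature. Hydroperoxide measured by Fe-xylenol orange, 573/405 nm absorbance ratio.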
Glioma ERSR ind: qHTS for Inducers of the Endoplasmic Reticulum Stress Response (ERSR) in Human Glioma: qHTS | U87-MG GRP78 promoter luciferase reporter, 16 h | Potency, µM, for the others: at the highest dose activation, usual class: activators | hit rate 0.02% among 420,000 | AID 602332, 2012; note: potency is the fitted concentration of half-maximal effect; series mostly up to about 76 µM; % of control where 0% means no effect; nearly all actives have a fitted effect of over 35% in size
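Stably transfected U87-MG glioma cells carrying a GRP78-based luciferase sensor; 16 h compound incubation. Luminescence end-point read 10 min after Bright-Glo addition at room temperature.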
RGS4 inhibitor: Inhibitors of Regulator of G Protein Signaling (RGS) 4: qHTS; Regulator of G-protein signaling 4 (Homo sapiens), P49798; Transcreener GDP fluorescence polarization, RGS4-accelerated GTP hydrolysis; Potency, µM (titrated, usually from 114 µM), for the others: at the highest dose activity change, negative = inhibition, actives largely listed as inhibitors; hit rate 0.039% among 390,000; AID 504845, 2011; note: potency is the fitted concentration of half-maximal effect; % is set by controls: 0 for no effect and ±100 for the full control effect; nearly all actives have a fitted effect of over 75% in size; some results filed as inactive show a strong effect at the top dose
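MLSMR compounds (23 nl, pin-transferred) preincubated 10 min at room temperature with a 500nM (2x) first reagent, then RGS4 at 900nM (2x) plus Transcreener GDP mix added; fluorescence polarization (620/688 nm) read before and after 90 min at 30 °C.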
LDHA block: qHTS assay for inhibitors of human lactate dehydrogenase; purified LDHA, NADH/diaphorase-resazurin fluorescence; stronger effect = lower value; activity change, % (values are at about 110 or 230 µM); hit rate 0.15% among 480,000; AID 1347041, 2019; in the data active = activity change below about -30%; inconclusive = mostly about -25% to -30%;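 note: plate controls were DMSO wells for no effect and wells without enzyme for full effect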
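LDH5 2 nM; NADH 0.06 mM, pyruvate 0.2 mM; 200 mM Tris pH 7.4, EDTA, Tween-20; 5 min RT. Detection: diaphorase 0.133 mg/mL + resazurin 37 µM, fluorescence ex540/em590 at 0 and 20 min; normalized to enzyme-free and DMSO wells.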
Starred values were filed as active, the others as inactive; u = inconclusive; x = no result given; & = joins results of further samples; [ ] = dose if it differs, or a comment. Unless noted, calls come from the whole dose curve; as a rule, active = well fitted curve in the direction sought with a large enough effect; inconclusive = small, poorly fitted or top-dose-only effect, or another doubt; inactive = no such curve, though single readings can be large; an effect the other way counts as inactive or inconclusive. Not all compounds are listed; the hit share may differ from the screen's.

SMILES	Vif-A3G inh	D2 antag	Vif-A3F inh	ERG-DNA inh	D2 agonist	ALOX12 inh	Glioma ERSR ind	RGS4 inhibitor	LDHA block
COc1cccc(NC(=O)CN(C)C(=O)c2ccc(Cl)c(S(=O)(=O)N3CCCCCC3)c2)c1	1%	-9	3%	-5%	-0.4	-17%	-2%	7%	-3
Cc1cc(C)c(NC(=O)CS(=O)CC(=O)Nc2ccc(F)cc2F)c(C)c1 (configuration not stated)	-3%	-11	15%	7%	-0.2	16%	-1%	6%	-6
COc1ccc(NC(=S)N2CCC(NC(=O)C3CCCCC3)CC2)cc1	-4%	0	u	21%	2.2	13%	-2%	-14%	-10
Cc1ccc(CN(Cc2ccco2)C(=O)COc2cccc(C)c2C)o1	1%	x	-18%	1%	-1.0	0%	-2%	-18%	3
CC1(C)ON=C(c2cccc(F)c2)NC1=O	2%	x	x	x	x	4%	-2%	x	1
CC(C)(C)OC(=O)NCCCCCc1nnc(SCc2ccccc2)o1	1%	36*	1%	-5%	-1.2	108%[activator]	-1%	18%	-7
CCN(CC)S(=O)(=O)c1ccc(N2CCN(C)CC2)c(NC(=O)c2cc(=O)c3ccccc3o2)c1	0%	-18	3%	-3%	-2.9	-12%	-3%	1%	-9
COCCN(C(=O)CNC(=O)c1ccco1)C(C(=O)NC1CCCCC1)c1cccs1 (configuration not stated)	0%	-1	4%	-16%	0.5	-6%	-5%	-9%	-4
COc1ccc(NC(=O)CN(C)C(=O)CSCc2c(C)noc2C)cc1	1%	-11	2%	9%	-0.3	-11%	-2%	-28%	-4
CCOC(=O)N1CCN(S(=O)(=O)c2ccc(F)c(C(=O)Nc3ccc(C)c(Cl)c3)c2)CC1	-3%	x	-17%	-21%	x	-8%	-4%	-18%	-5
Cc1cc(OC(=O)c2cc(Br)ccc2Cl)c([N+](=O)[O-])c(=O)[nH]1	3%	4	-3%	6%	-0.5	35µM*	-6%	-6%	-1
Cc1ccc(-c2noc(CNC(=O)c3ccc(C)c(Cl)c3)n2)cc1	3%	x	3%	3%	0.4	-28%	-4%	-21%	3
CCOC(=O)c1nc(Nc2ccc(OC)cc2)c2ccccc2n1	-7%	2	0%	10%&5%	0.6&-2.3	-19%	5%	0%[56.9 µM]	-1&1
CC1=C(C(=O)Nc2ccccc2)C(c2cccc(O)c2)n2nc(-c3ccccc3Cl)nc2N1 (configuration not stated)	-6%	x	-10%	1%	-0.4	u	-1%	-4%	-1
COc1ccc(C2=Nc3ccccc3N(CC(=O)Nc3cccc(C(C)=O)c3)C(=O)C2)cc1	5%	x	3%	2%	0.3	-20%	1%	u	-1
CC1(C(=O)NS(=O)(=O)Cc2ccccc2)CCN1C(=O)CCc1ccccc1 (configuration not stated)	-7%	x	x	x	x	-6%	-3%	x	-3
CCc1ccc(N2C(=O)CC(Cn3nc(C)cc3C)C2=O)cc1 (configuration not stated)	1%	-1	3%	0%	0.2	u	-5%	-1%	0
COC(=O)[C@H]1C[C@@]2(O)CN(S(=O)(=O)c3ccc(C)cc3)C[C@@]2(OC(=O)NC2CC2)C[C@H]1C(=O)OC	1%	x	-11%	x	x	6%	-4%	x	-4
COc1ccc2c(c1)c1c(c(=O)n(CCc3ccccc3)c(=O)n1Cc1ccc(Cl)cc1)n2C	-5%	x	-8%	-2%	1.1	0%	-2%	5%	-4
O=C(C=Cc1ccco1)c1ccco1	0%	x	2%	8%	x	8.9µM*	7%	-34%	4
CC1CCC2(CC1)NC(=O)N(CC(=O)c1ccc[nH]1)C2=O (configuration not stated)	1%	1	-8%	-5%	-0.1	6%	-8%	12%	-3
Cc1cc(C)n(-c2nc3ccccc3nc2Nc2cc(Cl)ccc2C)n1	2%	x	0%	4%	0.5	-21%	-2%	-15%	0
NC(=O)CSc1nnc(-c2cccc(S(=O)(=O)N3CCOCC3)c2)n1C1CCCCCC1	0%	-8	-15%	0%	0.9	147%[activator]	-7%	-82%[11.4 µM]	-3
COC(=O)c1ccc(N2CCCCC2)c(NS(=O)(=O)c2ccc(C)cc2)c1	-2%	23	-8%	x	0.3	3%[57.4 µM]	-1%	6%	-4
CCOC(=O)N1CCC(NC(=O)c2ccc3c(c2)N(Cc2ccc(Cl)cc2)C(=O)c2ccccc2S3(=O)=O)CC1	0%	x	-4%	-8%	1.1	-2%	-1%	8%	-5
O=C(CSc1nc2ccccc2o1)N1CCN(c2ccc(Cl)cc2)CC1	4%	7	-1%	-5%	0.3	-13%	-3%	41%	-1
CC1=NNC(=O)C1C(c1ccc(Cl)cc1)C(C#N)C#N (configuration not stated)	-7%	-8	-2%	-1%	2.3	0%	-1%	u	2
COc1ccc(Cc2nc3ccc(C(=O)NCc4ncc(C)[nH]4)cc3o2)cc1OC	-6%	7	-21%	3%	0.0	0%	-5%	21%	-2
C[C@H]1NS(=O)(=O)c2ccc(Br)cc2O[C@H]1c1ccccc1	6%	x	5%	-8%	x	-17%	-3%	-29%	1
Cc1ccc(NC(=O)CN2CCN(S(=O)(=O)c3ccc(C(C)C)cc3)CC2)cc1F	5%	x	3%	-6%	0.0	u	-5%	-8%	4
CCOC(=O)c1c(N)sc(C(=O)N(C)C)c1CN1CCOCC1	0%	-10	-1%	-4%	0.2	11%	-2%	24%	-8
CC(C)c1nc2sc3c(=O)n(N)cnc3c2c2c1COC(C)(C)C2	0%	1	0%	-7%	0.6	-23%	-1%	7%	1
CCCNC(=O)C(CC)n1nc(CC)n2c(cc3oc(C)cc32)c1=O (configuration not stated)	7%	x	5%	-4%	0.7	3%	-2%	30%	-4
C/C(=N\N=C1\NC(=O)C(CC(=O)NCc2ccccc2)S1)C(C)C (configuration not stated)	-3%	-17	4%	-1%	-0.1	8%	-3%	3%	-7
Cc1ccc(CNC(=O)C(C)n2nc(C)c3sc4ccccc4c3c2=O)cc1 (configuration not stated)	0%	x	0%	-6%	-0.9	-1%	-3%	-27%	-4
Cn1cc(CN2CCC(n3nccc3NC(=O)CCCc3ccccc3)CC2)cn1	-1%	-4	5%	-4%	0.2	-20%	-2%	-30%[56.9 µM]	1
Cc1cc(NCc2ccccn2)n2nc(C)c(-c3ccc(Cl)cc3)c2n1	-1%	-17	-9%	2%	0.5	x	-3%	-21%	-2
CC(=O)Nc1nnc(CSCc2ccc(F)cc2)s1	-8%	-4	0%	0%	2.9	0%	0%	-10%	-15
CC(C)Cc1ccc(C(C)C(=N)N)cc1 (configuration not stated)	2%	2	-19%	6%	0.6	u	-6%	-23%	-3
COc1cc(C2=NOC(C(=O)N3CCN(c4ccc(F)cc4)CC3)C2)cc(OC)c1OC (configuration not stated)	-1%	x	0%	-5%	x	-7%	-1%	23%	0
COc1ccc(Cl)cc1NC(=O)COC(=O)C1CC(=O)N(Cc2ccccc2)C1 (configuration not stated)	3%	x	4%	-3%	x	4%	-4%	-5%	-4
O=C(CSc1ccccc1)NC1CCCCCC1	-7%	-18	11%	4%	-1.9	4%	u	-12%	-1
CCOC(=O)c1c(C)[nH]c(C)c1S(=O)(=O)NCC(=O)Nc1cccc(C#N)c1	0%	x	-12%	7%	0.3	-6%	-2%	7%	-2
COc1cc(/C=C2/SC(=S)N(c3ccccc3)C2=O)ccc1Oc1nc(N2CCOCC2)nc(N2CCOCC2)n1	-4%	-6	-36%	0%	0.9	-18%	2%	u	1
CN(Cc1cccc(F)c1)C(=O)c1cc(S(=O)(=O)N2CCOCC2)ccc1N1CCCC1	2%	-27	-1%	-4%	0.0	221%[activator]	0%	27%	-8
C/C(=C\c1ccccc1)CN1CCC(C(=O)N2CCC(C)CC2)CC1	-2%	16	0%	-4%	13	u	-2%	1%[11.4 µM]	-16
Cc1ccc(S(=O)(=O)N2CCOCC2)cc1C(=O)OCC(=O)Nc1ccc2[nH]c(=O)[nH]c2c1	3%	-1	2%	6%	0.2	-14%	-3%	-54%	7
COc1cc2c(cc1OC)CN(Cc1ccccc1)CC2	2%	-5	10%	-2%	-0.4	-8%	-4%	11%	0
Cc1ccc(Cc2c(-c3ccc(F)cc3)nc3ccc(Cl)cn23)cc1	-8%	x	-18%	x	x	-25%	4%	x	0
O=C(CN1CCOCC1)NCc1cc([N+](=O)[O-])ccc1O	-5%	7	0%	-11%	0.2	-7%	-1%	9%	0
